Screening results (PubChem BioAssay)
TSG101-PTAP inh – blocks PTAP/TSG101 interaction to inhibit HIV-1 budding | Q99816 | Fluorescence polarization, FITC-PTAP peptide / Tsg101 binding | Potency, µM (highest dose often 115 µM), for the others: at the top dose activity change, negative = inhibition, most hits filed as inhibitors | 340,000 tested, under 10 active | AID 493005; active = well fitted inhibition curve with a large enough effect in the main read-out, with a control signal flat, not every such curve was filed as active; inconclusive = small, poorly fitted or top-dose-only effect, or effect the other way, or a change in a side signal; inactive = no such curve, though single readings can be large or run the other way; note: potency is the fitted concentration of half-maximal effect; % of control where 0% means no effect
Target sequence (Q99816 whole entry, looked up): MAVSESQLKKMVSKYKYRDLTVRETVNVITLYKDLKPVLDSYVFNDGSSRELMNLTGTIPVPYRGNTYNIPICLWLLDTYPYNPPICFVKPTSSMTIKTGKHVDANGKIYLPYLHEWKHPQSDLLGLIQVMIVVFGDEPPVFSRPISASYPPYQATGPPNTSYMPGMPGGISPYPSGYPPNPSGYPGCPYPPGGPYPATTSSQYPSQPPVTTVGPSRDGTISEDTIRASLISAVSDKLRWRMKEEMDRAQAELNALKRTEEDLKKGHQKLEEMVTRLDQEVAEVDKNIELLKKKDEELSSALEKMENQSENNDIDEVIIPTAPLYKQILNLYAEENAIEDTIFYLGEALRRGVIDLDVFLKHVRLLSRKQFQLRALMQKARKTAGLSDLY
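Fluorescence anisotropy tracks displacement of a FITC-tagged PTAP peptide (50 nM) from the Tsg101 binding domain (10 uM), following a 20 min room-temperature incubation at pH 7.5.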
TCR act – activates T cell receptor signaling; primary human leukocytes, anti-CD3, IL-2 HTRF, 48 h; Potency, µM (doses to about 9.22 µM), for the others: at the highest dose activation of IL-2 secretion, actives largely listed as activators; 330,000 tested, under 10 active; AID 504894; note: % of control where 0% means no effect
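TCR engagement came from a-CD3 beads alone, with compounds added to primary human leukocytes for 48 hr. Secreted IL-2 bridged europium cryptate- and d2-labelled anti-IL-2 antibodies, giving FRET emission at 665nm after 320nm excitation.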
TSHR antag – antagonists of human thyroid stimulating hormone receptor. P16473. TSHR-expressing cells, TSH-stimulated cAMP HTRF, 2 h; active compounds read low. activity change, negative = inhibition, % at 11.5 µM. 330,000 compounds, 0.2% hits. AID 504810;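 active = activity change below a set negative limit, meaning inhibition stronger than a set level, cut at about -70% in these data; inconclusive = activity change between two set negative limits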; note: % is set by controls: 0 for no effect and ±100 for the full control effect
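Antagonism was scored as loss of TSH-driven cAMP in TSHR cells, stimulated with 4nM TSH (EC80) for 2 hours at 37 deg C and detected by homogeneous HTRF competition immunoassay.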
Chronic BCR inh – blocks chronic active B-cell receptor signaling. ABC-DLBCL IkBa-CBG/CBR reporter, luminescence ratio, 4 h. Potency, µM (highest dose often 46.1 µM), inactives show at the highest dose ratio change, negative = lower green/red ratio, most hits filed as inhibitors. 340,000 compounds, 0.05% hits; active = well fitted inhibition curve with a large enough effect in the signal ratio, with a control signal flat, not every such curve was filed as active; inconclusive = small, poorly fitted or top-dose-only effect, or effect the other way, or a change in a side signal; the % refers to the signal ratio;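 note: potency is the fitted concentration of half-maximal effect; plate controls were basal doxycycline-induced cells for no effect and cells given 10 µM MG132 for full effect; MG132 reads +100%, hits lower the ratio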
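Compounds up to 46 uM were incubated four hours with TMD8 cells whose green CBG68 luciferase is fused to IkappaBalpha; red CBR luminescence normalised the signal, and concentration-effect curves were fitted to fusion, red and ratio data.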
uPA generation – cell surface uPA generation inhibition | cell surface uPA generation assay, qHTS | Potency, µM (series often up to 38.3 µM), for inactives: at the highest dose activity change, negative = inhibition, most hits filed as inhibitors | 330,000 compounds, 0.31% hits | AID 540303; active = well fitted inhibition curve with a large enough effect; inconclusive = small, poorly fitted or top-dose-only effect; inactive = no such curve, though single readings can be large or run the other way; tested in mouse RAW 264.7 cells; note: potency is the fitted concentration of half-maximal effect; % is set by controls: 0 for no effect and ±100 for the full control effect; nearly all actives have a fitted effect of over 55% in size
Mito fusion act – inhibitors of mitochondrial division or activators of mitochondrial fusion; Potency, µM (top dose mostly 46.1 µM), without a hit: at the top dose growth rescue (activation), most hits filed as activators; S. cerevisiae fusion-defective mutant growth rescue, CellTiterGlo 48 h; 320,000 compounds, 0.23% hits;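 note: potency is the fitted concentration of half-maximal effect; % of control where 0% means no effect; nearly all actives have a fitted effect of over 45% in size; temperature-sensitive fusion mutants such as fzo1-1 at 37 °C on non-fermentable ethanol glycerol medium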
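S. cerevisiae fusion-defective temperature-sensitive mutants (e.g. fzo1-1, mgm1-5) grown 48 h at 37C in YPEG (ethanol/glycerol non-fermentable) medium with 23 nl compound per well; growth rescue read as CellTiterGlo luminescence.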
Eya2 inh – inhibitors of human Eya2 phosphatase activity; recombinant Eya2, OMFP fluorescence dephosphorylation (OMFP is methylfluorescein phosphate); 330,000 compounds, 0.006% hits; O00167; Potency, µM (top dose mostly 76.9 µM), for the others: top-dose activity, negative = inhibition, most hits filed as inhibitors; note: potency is the fitted concentration of half-maximal effect; % is set by controls: 0 for no effect and ±100 for the full control effect
Target sequence (O00167 whole entry, looked up): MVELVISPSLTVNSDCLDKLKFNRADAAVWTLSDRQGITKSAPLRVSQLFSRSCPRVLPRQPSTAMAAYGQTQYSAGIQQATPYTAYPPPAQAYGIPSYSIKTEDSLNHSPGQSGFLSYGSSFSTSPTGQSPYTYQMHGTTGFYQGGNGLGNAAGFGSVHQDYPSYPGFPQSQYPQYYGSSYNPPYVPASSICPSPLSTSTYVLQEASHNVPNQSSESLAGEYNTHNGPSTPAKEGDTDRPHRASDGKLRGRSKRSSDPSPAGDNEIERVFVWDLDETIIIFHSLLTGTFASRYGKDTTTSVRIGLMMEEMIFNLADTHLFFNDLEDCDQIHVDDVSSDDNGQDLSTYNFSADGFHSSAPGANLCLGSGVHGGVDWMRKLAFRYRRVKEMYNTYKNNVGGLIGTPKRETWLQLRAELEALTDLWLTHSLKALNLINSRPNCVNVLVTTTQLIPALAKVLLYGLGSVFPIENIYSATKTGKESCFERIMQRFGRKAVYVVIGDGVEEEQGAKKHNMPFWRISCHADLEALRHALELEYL
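Eya2 (0.2 uM) preincubated 10 min at ambient with compound, then OMFP substrate added at 50 uM; 10 min reaction in 50 mM HEPES pH 7.5, 50 mM NaCl, 5 uM MgCl2, 0.05% BSA, 1 mM DTT. Fluorescence read at Ex 485/Em 525 nm.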
* hit, by the source's call; ? = inconclusive; / = no result given; & = joins results of further samples; [ ] = remark or other dose. Unless noted, calls come from the whole dose curve; as a rule, active = well fitted curve in the direction sought with a large enough effect; inconclusive = small, poorly fitted or top-dose-only effect, or another doubt; inactive = no such curve, though single readings can be large; an effect the other way counts as inactive or inconclusive. Some of the compounds tested, so the mix of outcomes need not match the whole.

SMILES	TSG101-PTAP inh	TCR act	TSHR antag	Chronic BCR inh	uPA generation	Mito fusion act	Eya2 inh
CC(=O)c1cccc(NC(=O)c2cccn(Cc3cccc(C)c3)c2=O)c1	/	/	/	2%	/	/	/
O=C(Nc1ccc2c(c1)OCCO2)c1cccn(Cc2cccc([N+](=O)[O-])c2)c1=O	/	/	/	-1%	/	/	/
Cc1ccc(Cn2cccc(C(=O)Nc3nc4ccc(C)cc4s3)c2=O)cc1	/	/	/	?	/	/	/
CCOc1ccc2nc(NC(=O)c3cccn(Cc4ccccc4)c3=O)sc2c1	/	/	/	-13%	/	/	/
O=C(Nc1ccc(Cl)cc1Cl)c1cc(S(=O)(=O)NCc2ccc3c(c2)OCO3)ccc1F	/	/	/	?	/	/	/
COc1ccc(NC(=O)CN2C(=O)CN=C(c3ccccc3)c3ccccc32)c(OC)c1	/	/	/	?	/	/	/
Cc1cccc2sc(NC(=O)c3cccn(Cc4ccccc4)c3=O)nc12	/	/	/	?	/	/	/
COc1ccc(/C=C/c2nc3ccccc3c(=O)n2-c2ccc(C)cc2)cc1O	/	/	/	?	/	/	/
Cc1ccc(-n2c(/C=C/c3ccc(Br)s3)nc3ccccc3c2=O)cc1C	/	/	/	16%	/	/	/
Cc1ccc(-n2c(/C=C/c3ccccc3)nc3ccccc3c2=O)cc1C	/	/	/	?	/	/	/
CN1CCCC1C(O)(c1ccccc1)c1ccccc1 (stereo not drawn)	/	/	/	/	-3%	/	/
N#Cc1cc2c(nc1SCC(=O)Nc1ccc(OC(F)(F)F)cc1)C1CCN2CC1	/	/	/	-9%	/	5%	/
CSCCC(NS(=O)(=O)c1ccc2c(c1)oc(=O)n2C)C(=O)Nc1ccc(F)c(Cl)c1 (stereo not drawn)	/	/	/	?	/	2%	/
C[C@H]1[C@@H](OS(=O)(=O)O)C[C@@H]2C[C@H]([C@@H](O)c3cc(=O)[nH]c(=O)[nH]3)NC3=NC[C@H]1N32	3%	1%	/	/	/	/	/
COC(=O)C1=C(c2ccc(S(C)(=O)=O)cc2)C[C@@H]2CC[C@H]1N2C(=O)NCC1CC1	/	-2%	/	/	2%	/	/

Some entries already given, limited to Chronic BCR inh and uPA generation.
structure	Chronic BCR inh	uPA generation
O=C(Nc1ccc(Cl)cc1Cl)c1cc(S(=O)(=O)NCc2ccc3c(c2)OCO3)ccc1F	?	/
COc1ccc(NC(=O)CN2C(=O)CN=C(c3ccccc3)c3ccccc32)c(OC)c1	?	/

Next section.
SMILES	TSG101-PTAP inh	TCR act	TSHR antag	Chronic BCR inh	uPA generation	Mito fusion act	Eya2 inh
C=CCN1C[C@@H](C)N([C@H](c2ccc(C(=O)N(CC)CC)cc2)c2cccc(OC)c2)C[C@@H]1C	/	/	-21	/	/	-38%[inhibitor]	-6%
NC(=O)CN1CC(O)CC1=O (stereo not drawn)	/	/	-9	/	/	1%	1%
O=[N+]([O-])/C=C/c1ccc2c(c1)OCO2	/	/	?	/	/	-58%[inhibitor]	-4%
N[C@@H](Cn1ccc(=O)c(O)c1)C(=O)O	/	/	-14	/	/	-13%	4%
CCOC(=O)c1ncn2c1[C@@H]1CCCN1C(=O)c1cc(OC)ccc1-2	/	/	-12	/	/	?	-4%
NC(CCCCCP(=O)(O)O)C(=O)O (stereo not drawn)	/	/	15	/	/	?	1%
CC(=O)[C@H]1CCC2C3CC[C@H]4C[C@H](O)CC[C@]4(C)C3CC[C@@]21C (stereo partly drawn)	/	/	-18	/	/	5.2µM*	-4%
NCC(CP(=O)(O)O)c1ccc(Cl)cc1 (stereo not drawn)	/	/	-7	/	/	8%	1%
CC(C)(C)NCC(O)c1ccccc1Cl (stereo not drawn)	/	/	-17	/	/	-31%[inhibitor]	2%
Oc1ccc2c3c1O[C@H]1c4[nH]c5ccccc5c4C[C@@]4(O)C(C2)N(CC2CC2)CCC314 (stereo partly drawn)	/	/	-13	/	/	16%	0%
C[C@@H]1O[C@@H](O[C@H]2C[C@@H](O)[C@]3(CO)[C@@H]4C(CC[C@]3(O)C2)[C@@]2(O)CC[C@H]([C@@H]3COC(=O)C3)[C@@]2(C)C[C@H]4O)[C@H](O)[C@H](O)[C@H]1O (stereo partly drawn)	/	/	-47	/	/	-8%	4%
CCOC(=O)C1=C(N)Oc2cc(C)oc(=O)c2C12C(=O)N1c3c(cccc32)C(C)CC1(C)C (stereo not drawn)	0%	1%	/	/	/	16%	/
C[N+](C)(C)CC1CCCc2ccccc2C1=O (stereo not drawn)	-1%	-7%	/	/	-10%	/	/
CC(NS(C)(=O)=O)c1nnc2n1-c1ccc(Br)cc1C(c1ccccc1Cl)=NC2 (stereo not drawn)	-5%	-2%	/	/	1%	/	/
Nc1ccc2c3c(cccc13)-c1ccccc1-2	?	-3%	/	/	2%	/	/
CN(C)P(=O)(N(C)C)N1CC1	-8%	6%	/	/	-3%	/	/
C[C@]12CCC(=O)C=C1C=CC1C2CC[C@@]2(C)C1CC[C@@H]2O (stereo partly drawn)	-4%	-7%	/	/	-3%	/	/
Cc1cccc(C(O)(C(=O)O)c2ccccc2)c1 (stereo not drawn)	0%	8%	/	/	11%	/	/
Cc1ccc(NP(=O)(Oc2ccccc2)Oc2ccccc2)cc1	-2%	-4%	/	/	-4%	/	/
CCN1C(=O)NC(=O)C2(CCCC2)C1=O	-4%	-1%	/	/	0%	/	/
Cc1ccc(O)c(CN2CCC3CCC(C3)C2)c1 (stereo not drawn)	-1%	3%	/	/	1%	/	/
c1ccc(C(CN2CCCCC2)c2ccccc2)cc1	0%	-3%	/	/	1%	/	/
CC[C@@H](C(=O)[C@@H](C)[C@@H](O)[C@H](C)[C@@H]1O[C@@H]([C@@H](CC)C(=O)O)CC[C@@H]1C)[C@H]1O[C@]2(C=C[C@@H](O)[C@]3(CC[C@@](C)([C@H]4CC[C@](O)(CC)[C@H](C)O4)O3)O2)[C@H](C)C[C@@H]1C	0%	1%	/	/	13%	/	/
NC(Cc1ccccc1)c1nn[nH]n1 (stereo not drawn)	-1%	1%	/	/	-1%	/	/
c1cncc(CNCCN2CCNCC2)c1	1%	-3%	/	/	6%	/	/
O=C1NC(=S)NC(=O)C1Cc1ccccc1	1%	9%	/	/	8%	/	/
COc1cc(C2c3cc4c(c(O)c3CC3COC(=O)C32)OCO4)cc(OC)c1OC (stereo not drawn)	0%	4%	/	/	-7%	/	/
COc1cccc(NP2(=O)OCC(C)([N+](=O)[O-])CO2)c1 (stereo not drawn)	-4%	-30%	/	/	4%	/	/
CCC(C)C1NC(=O)C2CCCN2C(=O)C(CC(C)C)OC(=O)CCNC(=O)C(C)N(C)C(=O)C(C(C)C)N(C)C1=O (stereo not drawn)	-2%	3%	/	/	2%	/	/
CSc1nc(C)c(Br)c(N2CC2)n1	-7%	-3%	/	/	-5%	/	/
N#Cc1ccc(C(=O)N2Cc3cnnn3-c3ccccc3C2C#N)cc1 (stereo not drawn)	-11%	-3%	/	/	0%	/	/
CC1CC(C)(O)CC(C(O)CC2CC(=O)NC(=O)C2)C1=O (stereo not drawn)	0%	4%	/	/	-10%	/	/
COC(=O)C1=C(c2cc3ccccc3s2)C[C@@H]2CC[C@H]1N2C(=O)NCCS(C)=O (stereo partly drawn)	1%	-5%	/	/	2%	/	/
CN(CC#CCN1CCCC1)C(=O)c1cccc(Cl)c1	-3%	-3%	/	/	3%	/	/
Cc1cc2c(cc1C)NP(=S)(c1ccccc1)N2	1%	4%	/	/	-11%	/	/
CCC1CN2CCc3cc(OC)c(OC)cc3C2CC1CC1NCCc2c1[nH]c1ccc(O)cc21 (stereo not drawn)	-1%	-2%	/	/	-14%	/	/
C=C1[C@@H](OC(C)=O)[C@]23C[C@@H]1[C@@H](OC(C)=O)CC2[C@]12C4C[C@H]3[C@H]1N(CC)C[C@]4(C)CC[C@@H]2O (stereo partly drawn)	-8%	-7%	/	/	8%	/	/
COC(=O)C1=C(c2cc3ccccc3s2)C[C@@H]2CC[C@H]1N2C(=O)N1CCC(O)CC1	-2%	-3%	/	/	17%	/	/
Cc1ccc(N=Cc2c(O)n(-c3ccc(C)cc3)c(=O)[nH]c2=O)cc1	0%	2%	/	/	7%	/	/
COc1ccc(Br)cc1CNCCc1ccc2c(c1)OCO2	-2%	0%	/	/	-19%	/	/
CCC1CCC(C)N(N=O)C1 (stereo not drawn)	-1%	-7%	/	/	6%	/	/
CN1CC[C@@]2(C)c3cc(O)ccc3N(C)C2O1 (stereo partly drawn)	-2%	5%	/	/	-26%	/	/
CC12CCC(=O)CC1CCC1C2C(=O)CC2(C)C1CCC2(C)O (stereo not drawn)	2%	2%	/	/	1%	/	/
C[n+]1c2cc(N)ccc2cc2ccc(N)cc21	?	14%&15%	/	/	?	/	/
O=C(O)C1(Br)CC12c1ccccc1-c1ccccc12 (stereo not drawn)	-1%	-9%	/	/	-3%	/	/
C(=NC1CCCCC1)c1c[nH]c2ccccc12	-1%	4%	/	/	2%	/	/
CC1CC=CCC12C(=O)NC(=S)NC2=O (stereo not drawn)	-5%	0%	/	/	1%	/	/
COc1ccc(CN2Cc3cnnn3-c3ccccc3C2C)cc1 (stereo not drawn)	5%	-2%	/	/	?	/	/
CC1(C)NC(=S)C(C)(C)N1N=O	-5%	-3%	/	/	3%	/	/
CNC1(c2ccc(F)cc2)CCCCC1	-11%	8%	/	/	1%	/	/
O=C1NC(=O)C(=Cc2cccs2)C(=O)N1	0%	2%	/	/	-5%	/	/
COC(=O)C1=C(c2ccccc2)C[C@@H]2CC[C@H]1N2C(=O)NCc1ccco1	2%	-2%	/	/	-8%	/	/
NC1(C(=O)O)CCCc2ccc(N(CCCl)CCCl)cc21 (stereo not drawn)	-2%	4%	/	/	-9%	/	/
COC(=O)C1=C(c2cc3ccccc3o2)C[C@@H]2CC[C@H]1N2C(=O)NCc1ccc(F)cc1	-3%	6%	/	/	-14%	/	/
S=P1(Oc2ccccc2)Nc2ccccc2N1	-2%	-1%	/	/	-4%	/	/
Cc1ccnc(NC(=O)CCCc2ccc(N(CCCl)CCCl)cc2)n1	-6%	3%	/	/	-10%	/	/
COC(=O)c1c2[n+](cc3cc(OC)c(OC)cc13)CCc1cc(OC)c(OC)cc1-2	0%	-4%	/	/	2%	/	/
